Assay outcomes as filed in PubChem BioAssay.
HIV Rev-RRE inh = HIV Rev-RRE protein-RNA interaction inhibition; Rev peptide-RRE RNA binding, FRET; inhibition, % at 8 µM; 0.79% of 97,000 active; AID 704;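 active = inhibition above the screen-wide mean plus 3 SD, cut at about 35% in these data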;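 note: 0% = median DMSO wells and 100% = median Neomycin B control wells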
Target sequence (P05866 whole entry, looked up): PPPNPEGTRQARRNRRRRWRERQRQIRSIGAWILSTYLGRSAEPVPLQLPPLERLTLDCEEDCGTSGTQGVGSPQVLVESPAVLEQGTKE
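Assay system: Labelled RRE RNA duplex and labelled Rev peptide | Times: 5 min preincubation and 15 min binding, 25 °C | Detection: FRET, ex 480 nm, em 540 and 671 nm | Evaluation: % inhibition of FRET ratio versus controls | Benchmarks: DMSO wells as 0% and neomycin B wells as 100% inhibition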
MT1-MMP txn act = activates MT1-MMP transcription; HT1080 MT1-MMP promoter luciferase reporter, luminescence, overnight; active compounds read high; activation factor at 10 µM; 0.16% of 86,000 active; AID 750;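 active = activation factor of at least 2 for MT1-MMP transcription at 10 µM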
S1P2 blocker = antagonists of human S1P2 receptor. cell-based S1P2 antagonist assay, inhibition at 5 uM. inhibition, % at 5 µM. 0.21% of 97,000 active. O95136; in the data active = inhibition above about 45%;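 note: CRE beta-lactamase reporter cells expressing human S1P2 stimulated with S1P; 0% = agonist at EC80 alone and 100% = agonist plus reference antagonist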
EphB4 antag = antagonists of human EphB4-ephrin-B2 interaction; 0.15% of 97,000 active; inhibition, % at 7 µM; EphB4 LBD / TNYL-RAW-Alexa532 peptide, fluorescence polarization; P54760; AID 720;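 active = inhibition above the screen-wide mean inhibition plus 3 SD, cut at about 15% in these data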;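 note: 0% = DMSO wells and 100% = excess unlabeled TNYL-RAW peptide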
PLK1 kinase inh = inhibitors of human PLK1 kinase | recombinant PLK1 kinase, TR-FRET peptide phosphorylation | inhibition, % at 10 µM | P53350 | 0.53% of 97,000 active;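 active = inhibition of 50% or more in the single-concentration screen; inactive = inhibition below 50%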;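 note: 0% = DMSO max control and 100% = H-89 dihydrochloride min control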
Target sequence (P53350 whole entry, looked up): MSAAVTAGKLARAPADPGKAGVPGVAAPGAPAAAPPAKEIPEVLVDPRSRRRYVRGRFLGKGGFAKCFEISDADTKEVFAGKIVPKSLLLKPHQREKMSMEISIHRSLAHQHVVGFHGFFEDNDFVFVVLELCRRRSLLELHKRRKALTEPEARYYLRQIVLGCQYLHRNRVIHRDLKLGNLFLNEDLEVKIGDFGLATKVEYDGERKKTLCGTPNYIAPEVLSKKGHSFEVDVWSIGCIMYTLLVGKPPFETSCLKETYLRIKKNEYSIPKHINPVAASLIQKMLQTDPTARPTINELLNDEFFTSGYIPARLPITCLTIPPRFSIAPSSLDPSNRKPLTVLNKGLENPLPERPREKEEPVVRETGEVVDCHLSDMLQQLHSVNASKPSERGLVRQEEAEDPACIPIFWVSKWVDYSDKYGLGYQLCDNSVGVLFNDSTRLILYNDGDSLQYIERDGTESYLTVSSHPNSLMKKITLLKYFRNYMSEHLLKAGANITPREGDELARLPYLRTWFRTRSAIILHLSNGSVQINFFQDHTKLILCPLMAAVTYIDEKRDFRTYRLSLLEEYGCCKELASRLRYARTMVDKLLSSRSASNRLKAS
S1P2 agonist = S1P2 (human) receptor agonism; 0.46% of 97,000 active; O95136; activation, % at 4.5 µM; S1P2-expressing cell line, agonist reporter read-out; AID 729; in the data active = activation above about 16%;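 note: 0% = vehicle low control and 100% = maximal reference agonist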
FAK inh = blocks human focal adhesion kinase activity. AID 727. biochemical FAK kinase activity assay. 0.84% of 97,000 active. inhibition, %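 (tested at 7 µM)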; in the data active = inhibition above about 19%;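 note: 0% = DMSO and 100% = reference compound high control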
PLAP act = human PLAP activation; P05187; purified PLAP enzyme, luminescent substrate read-out; active compounds read high; activation fold at 20 µM; 1.2% of 96,000 active; in the data active = activation fold above about 2
Plk1 PBD FP = blocks phosphopeptide binding to human Plk1 polo box domain; P53350; Plk1 PBD phosphopeptide binding, fluorescence polarization; inhibition, %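 (tested at about 20 µM)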; 0.13% of 97,000 active; in the data active = inhibition above about 34%, passing the limit was not always enough
* hit, by the source's call; x = not tested or not shown.

S1P2 blocker	MT1-MMP txn act	FAK inh	HIV Rev-RRE inh	EphB4 antag	PLAP act	PLK1 kinase inh	Plk1 PBD FP	S1P2 agonist	Molecule
8	x	0	2	-1	1	-10	-17	-4	CCCCC(=O)Nc1ccnc(-c2cccnc2)n1
2	1.3	0	5	1	0.9	-1	0	-3	O=C(Cn1cnc2ccccc21)NCc1ccccc1
-11	1.5	-4	2	-1	1.5	-14	-1	-2	Cc1cccc(-c2cc3nc4c(c(N5CCOCC5)n3n2)CCCC4)c1
4	1.1	4	-1	-6	1.3	-20	16	-6	Cc1ccc(-c2ccc(=O)n(CC(=O)NCCN3CCCCC3C)n2)cc1 (stereo unspecified)
6	1.1	0	4	-8	1.2	-2	-4	-9	CCOC(=O)Nc1ccccc1C(=O)N1CCOCC1
3	1.1	-1	4	-9	1.2	4	-8	-4	CN=C1SC(CC(=O)Nc2ccc(C(=O)O)cc2)C(=O)N1C (stereo unspecified)
-3	1	2	8	1	0.8	5	-4	0	N#CCCn1cc(/C=N/O)c(-c2ccc(F)cc2)n1
-3	1	-4	-1	-10	1.3	-5	-1	-3	CCOC(=O)c1[nH]c(C)c(/C(O)=C2\C(=O)C(=O)N(CCCN3CCOCC3)C2c2cccnc2)c1C (stereo unspecified)
16	0.9	1	0	-12	1	-18	-18	-4	O=C(c1ccco1)N1CCN(Cc2ccc(Cl)cc2)CC1
-9	x	3	4	-1	0.9	-9	-29	-3	O=C(NNc1ccc(C2CCCCC2)cc1)C(O)(c1ccccc1)c1cccs1 (stereo unspecified)
-2	1	0	2	2	x	-4	20	1	COc1cccc(OC)c1C(=O)Nc1cccc(C(C)=O)c1
-32	1.2	-1	5	-11	x	-15	-10	-3	CCOc1ccc(C(=O)NC2CCN(C(=O)Nc3ccccc3OC)CC2)cc1
16	1.1	6	2	4	1.2	-3	-22	-11	CC(=O)NC1C(=O)N(CCc2ccccc2)c2ccccc21 (stereo unspecified)
-15	1.1	-1	8	0	1.1	-9	22	-3	CN(C)C(=O)c1ccc(NC(=O)c2cccnc2)cc1
5	1	1	9	2	1.1	-10	-8	1	O=C(CN1CCN(c2ccc(Cl)cc2)CC1)c1ccc2c(c1)OCO2
-7	x	0	4	-3	1	7	4	0	Cc1c(C(=O)NCC2CCCO2)oc2ccc3c(c12)C(=O)CC(C)(C)O3 (stereo unspecified)
1	x	3	2	-6	1.7	-7	-26	-1	C=CCn1c(CSCc2ccc(Cl)cc2)nnc1SCC(=O)NCc1ccccc1
0	1.1	3	6	-2	1.2	-5	-2	-3	Cc1c(C(=O)N2CCCCC2)sc(NC(=O)C(C)C)c1C#N
9	1.1	1	4	7	1.2	-6	3	-7	CN(C)C(=O)CSc1nc2ccccc2n1CC(=O)N1CCN(c2ccccc2)CC1
-16	1.2	-1	11	-4	0.9	-15	9	-4	Cc1ccc(Oc2cc(C)nc(-c3ccccc3O)n2)cc1
3	1.2	-1	-2	-1	1.6	1	-19	-4	Cc1cc(C)n2c(Nc3ccc4c(c3)OCCO4)c(-c3ccccc3)nc2n1
28	1	0	1	-4	1.1	6	11	2	Cc1sc(-n2c(C)cc(/C=N/n3cnnc3)c2C)c(C#N)c1C
13	1.4	-1	10	3	1.1	-17	-8	-10	O=C(Nc1ncc(Cl)cn1)c1cccs1
-3	1	1	11	1	1.8	2	16	-2	Cc1ccc(-c2nnc(NC3CCCCC3)c3ccccc23)cc1S(=O)(=O)N1CCN(C)CC1
3	1.1	0	3	0	1.1	-6	-23	0	CCC1CCCCN1CCNC(=O)c1[nH]c(C)c(C(C)=O)c1C (stereo unspecified)
-3	1.1	2	-1	-3	0.8	-4	5	-4	CCn1c(COc2ccccc2)nnc1SCc1ccc(C#N)cc1
6	1.5	1	5	3	0.9	-3	4	-10	Cc1ccc(C(=O)Nc2ccccc2OC(F)F)cc1
1	1.2	0	6	4	1.3	-10	11	-5	Cc1ccc(N2CC(C(=O)NC3CCSC3=O)CC2=O)cc1 (stereo unspecified)
-9	1.2	-1	-4	0	1	-14	24	-4	CC1(C)Cc2cccc(OCC(=O)Nc3nccs3)c2O1
-6	1.7	-2	12	0	0.9	0	5	-6	Cc1ccc(Cn2ccc(=O)c(OCc3ccccc3)c2C)cc1

Further results:
S1P2 blocker	MT1-MMP txn act	FAK inh	HIV Rev-RRE inh	EphB4 antag	PLAP act	PLK1 kinase inh	Plk1 PBD FP	S1P2 agonist	Molecule
-11	1.2	-1	0	0	1.1	-18	29	6	CCSc1nncn1/N=C/c1ccc(OC)c(OC)c1
-10	1.6	-1	6	7	x	-6	-11	-4	Cc1cccc2nc(CSc3ccccc3N)cn12
24	1.5	-4	3	5	1.2	-7	37	-7	CCn1nnnc1SCC(=O)c1cccc(OC)c1
2	x	-10	3	4	1.1	3	-3	-1	Cn1cc(S(=O)(=O)N2CCN(c3ccccc3F)CC2)c(=O)n(C)c1=O
-6	1	-1	3	-6	1.1	-13	17	0	Cc1nnc(SCc2ccccc2C#N)n1-c1ccccc1
-8	x	0	4	-4	0.9	-15	5	-1	CNC(=O)c1csc(-c2ccc(C)cc2)n1
18	x	-5	8	8	1.1	-3	-25	-1	COc1cc(CNCc2ccccn2)ccc1OCC(N)=O
2	1.1	-3	11	-2	0.9	-6	17	-2	C=CCOC(=O)C1=C(C)NC(SC)=C(C#N)C1c1cccs1 (stereo unspecified)
-13	1	14	-2	-23	1.1	8	9	-7	CCCc1nc(SCC(=O)N2CCCC2)c2ccccc2n1
10	1.5	-1	3	-7	0.8	-9	-12	-3	O=C(NC1CCCCC1)N1CCc2ccccc21
47*	1.6	2	8	7	1.1	-4	-51	-7	CC(C)(C)Nc1nc(N2CCCC2)nc(N2CCCC2)n1
13	x	0	2	5	0.9	2	9	-1	CCCCNS(=O)(=O)c1ccc(OC)cc1
11	1.1	-3	-1	-6	1	28	34	-10	CC(=O)Nc1ccc(S(=O)(=O)n2nc(-c3ccc(C)cc3)nc2N)cc1
-7	1.2	0	3	-6	x	-17	2	-1	Cc1nc2ccc(S(=O)(=O)NC(C(=O)N3CCCC3)C(C)C)cc2s1 (stereo unspecified)
10	0.9	0	6	4	1.3	-12	5	-6	CCn1cc(C(C)NC(=O)COc2ccc(Cl)cc2C)c(C)n1 (stereo unspecified)
11	x	-5	-1	3	0.9	-9	-18	-4	COc1cccc(N(C(=O)Cn2nnc(-c3cccs3)n2)C(C(=O)NC2CCCCC2)c2ccncc2)c1 (stereo unspecified)
6	1.2	-2	4	3	1.6	7	-17	-10	Cc1cccc(C)c1N1C(=O)C2ON(c3ccccc3)C(c3ccncc3)C2C1=O (stereo unspecified)
14	0.7	-12	7	-2	0.9	-5	-1	-10	CCOc1ccccc1-n1nnnc1SCC(=O)Nc1cc2oc3ccccc3c2cc1OC
2	1.2	7	-2	-4	x	-16	-21	-5	CN(C)CCCNc1oc(-c2ccc(Cl)cc2)nc1C#N
-7	1.1	0	5	0	1	3	-23	-6	CSc1ccccc1NC(=O)c1cc(C)on1
-2	1.2	2	2	-5	0.9	-3	-3	9	CC(C)(C)C1CCc2[nH]c3ccccc3c(=O)c2C1 (stereo unspecified)
23	x	8	10	8	1.3	-10	-6	-5	CCN1CCCC1CNC(=O)C(=O)Nc1ccc(OC)cc1 (stereo unspecified)
6	1.7	6	7	6	0.6	-10	-5	-8	CCCCCCOc1ccc(/C(N)=N/O)cc1
4	x	-11	7	5	1.1	-8	12	-3	C=CCC(=O)OCCCCCCOc1ccc(C(=O)O)cc1
4	x	-1	4	0	0.8	7	-1	0	Clc1ss/c(=N\c2ccccn2)c1Cl
6	1	4	1	-1	1.3	-8	14	-4	C=CCOc1cccc(C2/C(=C(\O)c3ccc(F)cc3)C(=O)C(=O)N2CCN(C)C)c1 (stereo unspecified)
-13	1.3	-1	1	-7	1.1	-9	5	-2	O=C(Nc1ccc2c(c1)OCO2)c1c(Cl)nc2sccn12
-7	1.2	0	3	5	1	-9	-2	-2	CCOC(=O)CCc1c(C)c(C#N)c2nc3ccccc3n2c1-n1ccnc1
-2	1.2	0	-3	-6	1	-4	-16	-6	C=CCSC1=C(C#N)C(c2ccccc2OCC)C(C#N)C(=O)N1 (stereo unspecified)
-5	1.2	1	2	-1	1	-10	2	-3	COc1cc(NC(=O)Nc2cccc(Cl)c2)c(OC)cc1NC(=O)CN1CCCCC1

Complete entries as entered above. Order of values: S1P2 blocker, MT1-MMP txn act, FAK inh, HIV Rev-RRE inh, EphB4 antag, PLAP act, PLK1 kinase inh, Plk1 PBD FP, S1P2 agonist
Entry for CCN1CCCC1CNC(=O)C(=O)Nc1ccc(OC)cc1 (stereo unspecified) → 23, x, 8, 10, 8, 1.3, -10, -6, -5
Entry for Cc1cccc(C)c1N1C(=O)C2ON(c3ccccc3)C(c3ccncc3)C2C1=O (stereo unspecified) → 6, 1.2, -2, 4, 3, 1.6, 7, -17, -10
Entry for COc1cccc(OC)c1C(=O)Nc1cccc(C(C)=O)c1 → -2, 1, 0, 2, 2, x, -4, 20, 1
Entry for COc1cc(CNCc2ccccn2)ccc1OCC(N)=O → 18, x, -5, 8, 8, 1.1, -3, -25, -1

Next entries:
S1P2 blocker	MT1-MMP txn act	FAK inh	HIV Rev-RRE inh	EphB4 antag	PLAP act	PLK1 kinase inh	Plk1 PBD FP	S1P2 agonist	Molecule
-5	1.3	2	4	-3	1.6	2	-19	-5	CC(C)[C@H](NC(=O)OCc1ccccc1)C(=O)OCC(=O)NC1CCCCC1
-2	x	-3	0	-1	0.9	-14	31	-3	Cn1cnnc1SCC(=O)Nc1ccc2c(c1)CCC2
23	x	-1	7	-1	1.1	-8	-13	-4	CC(C)Oc1ccc(-c2cc(=O)[nH]c(=O)[nH]2)cc1
1	1.2	4	4	6	1	-10	10	-5	COc1ccccc1NC(=O)c1cc(S(=O)(=O)N2CCOCC2)ccc1Cl
2	1.7	1	6	4	1	0	-5	-6	CCOc1ccc2nc(SCC(=O)N(C)C)[nH]c2c1
-7	2.2*	2	7	-5	x	0	-14	-4	N#Cc1c(/N=C/c2cc(Br)cs2)sc2c1CCC2
-3	1.1	0	7	-4	x	-10	-5	-8	Cc1ccc(N2CCCn3c2cc(C)c(C#N)c3=O)cc1C
-10	x	-6	3	3	1.2	-9	6	-10	Cc1ccc(N2C(=O)CC(c3ccsc3)C3=C2CC(C)(C)CC3=O)cc1 (stereo unspecified)

Hits appear at their usual frequency; any-hit rate near 3.9%.
